XiGFP reactiv: activators of inactive X chromosome reactivation, primary screen, imaging, XiGFP fibroblasts, GFP high-content imaging, set 2 | 0.055% of 360,000 active | activation, % at 7.58 µM | AID 743238, 2013 | XiGFP mouse fibroblasts, % GFP-positive cells imaging, 3 d; cells co-treated with 5-aza-dC sensitizer; scaled so ellipticine positive control = 100%;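 active = mean normalized replicate activation at least 10% and every replicate at or above 10%; inconclusive = only one of the two criteria met; inactive = mean below 10% and not all replicates reach 10%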;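 note: 0% = median of on-plate neutral control wells and 100% = ellipticine 6 µM median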
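Material: SV40-immortalized XiGFP fibroblast cells, line 68-5-11 | Buffer or medium: DMEM containing 5-aza-dC | Dosing: One concentration, pinned | Times: 3 d treatment, 15 min room-temperature fixation | Controls: Ellipticine 6 µM positive control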
F508del corr: F508del CFTR correction, initial screen, CFBE line, single point. CFBE cells, YFP halide quenching; stimulated with forskolin plus potentiator P3; % fluorescence drop versus neutral controls. activity (quench increase), % at 7.58 µM. 0.36% of 350,000 active. AID 720511, 2013;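 active = mean added fluorescence quench of at least 8% versus neutral control, with both replicates also reaching 8%; inconclusive = only one of the mean or replicate conditions met; inactive = mean below 8% and not both replicates reaching 8%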;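 note: cells transiently co-express mutant CFTR-F508del with the halide-sensitive YFP; corrector assay measuring rescue of mutant channel to the surface after 24 h compound exposure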
E-sel inducer: E-selectin induction in HUVECs, primary screen, imaging, HUVEC, immunofluorescence imaging, single point; P16581; normalized: neutral wells 0, TNF-alpha wells 100; activation, % at 7.58 µM; 0.37% of 260,000 active;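 active = mean E-selectin-positive cell signal at least 10% of the positive control, reached in at least 60% of replicates, without over 20% cell loss; inconclusive = no rule given, readout overlaps actives, possibly toxicity-flagged; inactive = the rest, including those meeting only one limit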;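 note: in these data hits start at about 27%; measured in HUVEC primary endothelial cells; signal is the percent of cells scored E-selectin positive by PE staining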
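assay system = HUVEC, human umbilical vein endothelial cells | input = 3,000 HUVEC seeded per well | medium = EGM-2 growth medium on 0.1% gelatin-coated wells | dosing = one compound dose added by pin transfer | signal = immunofluorescence imaging | read-out basis = % PE-positive cells | control set = TNF-alpha, DMSO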
RAD52 anneal inh: RAD52 DNA annealing inhibitors, primary screen, biochemical, FRET, single point, set 2 | recombinant RAD52 DNA annealing, FRET fluorescence | 0.46% of 360,000 active | inhibition, % at 18.7 µM;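 active = every replicate showing at least 50% inhibition; inconclusive = mean inhibition at least 50% but not in every replicate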
RAD54 inh: inhibitors of human RAD54 branch migration, primary screen, biochemical, fluorescence, single point; inhibition, % at 10.4 µM; DNA repair and recombination protein RAD54-like (Homo sapiens), Q92698; RAD54 Holliday junction branch migration, FAM/BHQ fluorescence; 0.14% of 360,000 active; AID 602329, 2012;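 active = mean normalized replicate activity at least 40 and at least half of replicates scoring 40 or more; inconclusive = only one of the two criteria met; inactive = mean below 40 and under half of replicates reaching 40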;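 note: 0% = median of neutral control wells and 100% = median of positive control wells; inhibitors cause a drop in the FAM fluorescence signal; in these data hits start at about 50%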
Target sequence (Q92698 whole entry, looked up): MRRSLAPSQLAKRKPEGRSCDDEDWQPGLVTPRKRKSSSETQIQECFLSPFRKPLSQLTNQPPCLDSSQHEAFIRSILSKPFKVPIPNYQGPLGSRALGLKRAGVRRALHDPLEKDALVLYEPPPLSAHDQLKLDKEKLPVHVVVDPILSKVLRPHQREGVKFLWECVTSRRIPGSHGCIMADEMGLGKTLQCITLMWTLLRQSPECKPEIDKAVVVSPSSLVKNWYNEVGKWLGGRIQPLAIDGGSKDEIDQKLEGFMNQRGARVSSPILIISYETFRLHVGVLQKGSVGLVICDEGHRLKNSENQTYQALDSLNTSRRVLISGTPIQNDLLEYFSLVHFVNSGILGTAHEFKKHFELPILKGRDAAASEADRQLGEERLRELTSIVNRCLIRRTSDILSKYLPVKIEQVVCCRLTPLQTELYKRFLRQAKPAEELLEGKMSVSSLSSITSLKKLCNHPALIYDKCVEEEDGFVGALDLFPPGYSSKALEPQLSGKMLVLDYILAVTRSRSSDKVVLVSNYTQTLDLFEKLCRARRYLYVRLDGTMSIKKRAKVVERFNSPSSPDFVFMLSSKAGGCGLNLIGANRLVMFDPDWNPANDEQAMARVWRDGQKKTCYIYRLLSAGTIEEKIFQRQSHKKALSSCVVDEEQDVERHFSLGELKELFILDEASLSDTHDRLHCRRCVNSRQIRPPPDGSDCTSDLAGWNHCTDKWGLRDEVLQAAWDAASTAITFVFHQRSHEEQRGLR
GSIS activator: GLuc luminescence reporter in INS-1E cells, primary screen for activators of glucose-dependent secretion of insulin; 0.61% of 370,000 active; activation, % at 16.6 µM; INS-1E GLuc reporter insulin secretion, 2-3 h; AID 743287, 2014;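 active = lowest replicate activation of at least 40%, so every replicate reaches that level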;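 note: 0% = median of neutral control wells and 100% = median of IBMX positive control wells; some compounds called inactive have numbers as strong as hits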
Casp6 inh: human caspase-6 inhibitors, primary screen, biochemical, VEID-R110 fluorescence, single point, set 2 | 0.53% of 350,000 active | inhibition, % at 12.5 µM | P55212 | AID 686996, 2013 | purified caspase-6, Z-VEID-R110 cleavage fluorescence;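 active = mean inhibition across replicates at least about 35%, with every replicate also reaching that limit, limit read from the data; inconclusive = only one of the two criteria met; inactive = neither criterion met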;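 note: 0% = median of neutral control wells and 100% = no fluorescence left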
Target sequence (P55212 24-179 limits assumed): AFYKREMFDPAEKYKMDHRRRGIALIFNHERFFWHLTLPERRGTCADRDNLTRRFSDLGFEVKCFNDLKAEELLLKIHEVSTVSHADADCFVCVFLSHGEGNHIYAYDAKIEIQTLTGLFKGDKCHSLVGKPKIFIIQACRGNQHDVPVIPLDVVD
Target sequence (P55212 194-293 limits assumed): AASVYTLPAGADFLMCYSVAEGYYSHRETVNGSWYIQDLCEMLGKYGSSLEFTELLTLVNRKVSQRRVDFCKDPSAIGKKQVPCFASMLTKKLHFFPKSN
DENV2 CPE rescue: inhibitors of DENV2 cytopathic effect, primary screen, cell-based, plate reader, single concentration; DENV2-infected cells, cytopathic effect rescue; CPE inhibition, % at 9.99 µM; 1.7% of 350,000 active; in the data active = CPE inhibition above about 20%, passing the limit was not always enough; inconclusive = no clear call, values can overlap the other calls; tested in BHK-21 cells;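 note: 0% = median of neutral control wells and 100% = median of positive control wells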
The depositor's hits bear a star; ? = inconclusive; / = not tested or not shown. Hits appear at their usual frequency. About 3.7% of those tested had a hit in this group.

SMILES	XiGFP reactiv	F508del corr	E-sel inducer	RAD52 anneal inh	RAD54 inh	GSIS activator	Casp6 inh	DENV2 CPE rescue
C[C@@H]1CN([C@@H](C)CO)C(=O)Cc2cc(NS(=O)(=O)c3ccccc3)ccc2O[C@H]1CN(C)Cc1ccc2c(c1)OCO2	0.1	1.3	0.1	25.6	-3.4	-18.9	-0.5	18.1
CO[C@@H]1CN(C)C(=O)c2cc(NS(=O)(=O)c3cccc(F)c3)ccc2OC[C@H](C)N(Cc2cc(F)ccc2F)C[C@H]1C	0.0	-1.8	-0.5	5.6	-4.5	-8.1	-0.2	-0.2
CC(OC(=O)Cc1c[nH]c2ccccc12)C(=O)Nc1ccc(S(N)(=O)=O)cc1 (stereo not given)	-0.1	4.6	/	-17.7	12.5	-5.9	3.5	-4.2
C[C@@H]1CCCCO[C@H](CN(C)C(=O)Nc2cccc3ccccc23)[C@H](C)CN([C@@H](C)CO)C(=O)c2cc(N(C)C)ccc2O1	0.0	-5.1	0.0	-2.5	-6.9	-19.8	-1.0	3.5
COc1cccc(/C=C/C(=O)OCC(=O)NCCNC(=O)COC(=O)/C=C/c2cccc(OC)c2)c1	0.7	-3.4	/	-4.9	-11.6	4.0	-7.3	9.9
CCOC(=O)N1CCN(C(=O)c2ccc(NS(=O)(=O)c3ccc(F)cc3)cc2)CC1	0.0	0.4	-0.9	0.3	/	/	4.7	0.8
COc1cccc(-c2ccc3c(c2)[C@H]2[C@H](CCN2S(=O)(=O)c2ccccc2OC)[C@@H](CO)N3)c1	0.2	-2.1	-0.5	-3.6	6.1	19.0	-0.3	-15.7
CC1Sc2ccc(S(=O)(=O)CCC(=O)NCc3cccs3)cc2NC1=O (stereo not given)	0.0	-1.9	/	-9.4	-14.3	7.9	5.5	-1.2
CC(OC(=O)c1cccc(S(=O)(=O)Nc2cccc(C(F)(F)F)c2)c1)C(=O)Nc1ccc2c(c1)OCCO2 (stereo not given)	0.1	/	0.2	-42.1	5.1	-60.8	-0.7	-1.4
CCn1c(SCC(=O)Nc2nncs2)nnc1C(C)NC(=O)c1ccccc1Br (stereo not given)	0.0	6.7	-0.2	3.7	-4.1	14.8	0.1	0.2
CCCC(=O)Nc1ccc2c(c1)C(=O)N(C)C[C@H](OC)[C@H](C)CN(C)[C@H](C)CO2	0.0	2.6	-0.2	2.1	11.6	9.3	-11.0	-7.3
C(=C\c1ccco1)/c1ccc2ccccc2n1	0.1	/	/	-52.3	-2.7	3.7	3.2	-2.8
COc1cccc(C(=O)N2CCN(Cc3nc(CC4CC4)no3)CC2)c1	0.0	0.8	0.8	-4.3	-7.8	-3.2	1.9	-1.1
CCCC(=O)Nc1ccc2c(c1)C(=O)N(C)C[C@H](OC)[C@H](C)CN(CC1CCOCC1)[C@H](C)CO2	0.1	-0.3	-0.3	/	/	0.5	/	/
Cc1ccc(-c2nc(CSCC(=O)N3CCN(c4ccccn4)CC3)c(C)o2)cc1	-0.1	1.7	-0.1	-14.2	3.4	-24.5	2.8	-1.7
CCCc1ccc(Oc2coc3cc(OCC(=O)Nc4ccccc4C)ccc3c2=O)cc1	0.2	1.1	/	0.3	-4.4	/	-0.6	-4.0
CN(C)C(=O)c1cccc(-c2ccc([C@H]3[C@@H](CO)N4CCCCN(S(C)(=O)=O)C[C@@H]34)cc2)c1	0.1	4.1	-0.1	-7.9	3.3	-1.9	-0.1	18.5
COc1ccc(NC(=O)N(C)C[C@@H]2Oc3c(NC(=O)c4nc5ccccc5s4)cccc3C(=O)N([C@H](C)CO)C[C@@H]2C)cc1	-0.7	-2.8	0.2	7.5	-0.7	-28.0	0.2	6.5
O=c1c2cc(NC(=S)NCc3cccnc3)ccc2nc2n1CCCCC2	0.2	4.1	1.9	1.1	/	25.8	4.1	6.7
C[C@@H]1CN([C@@H](C)CO)C(=O)c2cc(/C=C/c3ccccc3)cnc2O[C@@H]1CN(C)C(=O)c1ccc2c(c1)OCO2	0.8	-2.8	-0.3	-2.3	-2.9	-36.7	-1.8	?
C[C@@H]1CN([C@H](C)CO)S(=O)(=O)c2ccc(C#Cc3ccccc3)cc2O[C@@H]1CN(C)CC1CC1	-0.3	-2.6	0.4	1.7	2.8	-14.2	-1.7	16.0
CC(=O)c1cccc(NC(=O)CN2CCc3cc4c(cc3C2)OCCCO4)c1	/	1.0	/	-2.5	1.2	/	0.8	5.7
COc1cc2cc(CCOC(=O)CCCC(=O)O)oc(=O)c2cc1OC	-0.1	0.5	0.2	-3.2	-7.4	-8.0	0.1	-7.4
CCN(CC)S(=O)(=O)c1cccc(NC(=O)CN(C)Cc2cccc(OC)c2)c1	-0.2	0.3	-0.4	-3.9	-15.7	-64.1	2.9	3.4
CC(C)CC#Cc1ccc2c(c1)O[C@H](CN(C)C(=O)CC1CC1)[C@H](C)CN([C@@H](C)CO)S2(=O)=O	0.2	0.6	0.5	14.8	-9.3	-35.3	-1.9	8.4
Cc1nc(NC(=O)c2ccco2)sc1-c1csc(Nc2ccc(Cl)cc2Cl)n1	0.0	0.8	-0.1	-12.6	-4.8	3.3	-1.0	10.2
O=C(CCN1C(=O)c2ccccc2C1=O)C1=NN[C@@H]2C(=O)N(c3ccc4c(c3)OCO4)C(=O)[C@H]12	0.0	-1.9	-0.1	-13.6	7.1	4.5	-6.6	15.3
CCC(=O)N1CC[C@@H]2[C@H](CO)Nc3ccc(C#Cc4ccc(OC)cc4)cc3[C@@H]21	0.1	-1.2	2.7	-8.2	-8.6	3.6	-5.3	?
CCOC(=O)c1c(CN(CC)CC)oc2cc(Br)c(O)cc12	0.4	0.5	0.1	10.5	5.1	-7.1	-0.4	-3.1
CCn1nc([N+](=O)[O-])c2c(-c3nc4ccccc4o3)c(N)n(CCCOC)c2c1=O	0.0	2.4	0.4	-11.8	-1.3	23.6	0.5	-0.9
CCCNC(=O)NC[C@H]1[C@@H](c2ccc(C3=CCCCC3)cc2)[C@@H](CO)N1C(C)=O	0.0	-0.2	0.0	-40.6	-5.4	-3.0	2.5	0.1
CC(=O)c1cc(N2CCC(C(=O)O)CC2)ccc1[N+](=O)[O-]	0.0	-0.1	/	-20.3	/	-0.7	0.0	-0.9
CCC(=O)N1[C@@H]2c3ccc(-c4ccccc4F)c(=O)n3C[C@@H]2[C@@H](CO)[C@@H]1C(=O)NCCCN(C)C	0.4	-4.1	-0.1	5.9	/	-4.6	-0.3	-2.4
CC=Cc1ccc2n(c1=O)C[C@@H]1[C@@H](CO)[C@H](C(=O)NCc3cccc(OC)c3)N[C@H]21 (mixture of isomers)	0.3	/	-0.1	-18.0	-19.9	-3.7	0.3	-6.2
Cc1ccc(F)cc1NC(=O)N1CCCN(c2ccc(C(F)(F)F)cn2)CC1	0.6	-1.1	-0.2	-6.3	5.7	-37.5	3.1	-4.2
CC(C)NC(=O)N(C)C[C@H]1OCCCC[C@H](C)Oc2ccc(NC(=O)c3ccncc3)cc2C(=O)N([C@@H](C)CO)C[C@H]1C	0.1	-1.4	0.3	/	/	25.5	/	/
CCc1ccc(N2CC(O)=C(c3nc4ccccc4c(=O)[nH]3)C2=N)cc1	0.0	-1.2	/	-14.6	/	1.2	-2.3	-1.0
CCC1Oc2ccccc2N(CC(=O)NCCCN2CCN(CC)CC2)C1=O (stereo not given)	0.0	1.6	/	-6.0	1.6	-12.3	-20.7	3.0
Cc1nc2ccc(S(=O)(=O)NC(C(=O)NCc3ccco3)C(C)C)cc2s1 (stereo not given)	0.2	-2.7	/	-7.7	-7.0	-3.7	-0.7	7.9
CCOC(=O)Cn1c(C(=O)OCC)cc2sccc21	/	/	/	-16.5	6.3	4.6	0.5	/
C[C@H]1CCCCO[C@H](CN(C)S(C)(=O)=O)[C@@H](C)CN([C@@H](C)CO)C(=O)c2cc(NS(=O)(=O)c3cn(C)cn3)ccc2O1	0.1	-2.9	-0.1	-1.3	-11.2	0.5	-0.3	-0.1
O=C(NCc1ccccc1)C1(C(F)(F)F)C/C(=C\CCO)CCCO1 (stereo not given)	0.0	1.0	-0.1	2.5	-9.9	-3.2	-5.6	-12.8
CCNC(=O)C[C@@H]1CC[C@@H]2[C@@H](COc3ccc(NC(=O)Nc4ccc(F)cc4)cc3C(=O)N2C)O1	0.2	1.8	0.0	-3.7	-3.2	-1.4	-2.0	15.8
O=C(Nc1ccc(Cl)cc1Cl)Nn1cnnc1	0.0	0.1	-0.5	-5.3	-1.9	0.8	-2.2	-8.7
Cc1cccc(C(=O)Nc2scc(-c3ccc(Br)cc3)c2C(=O)O)c1	0.0	1.7	0.1	-3.5	1.8	/	2.5	-6.8
CCC(=O)N[C@H]1CC[C@@H](CC(=O)NCC2CC2)O[C@@H]1CO	-0.1	-1.1	0.1	-18.7	/	6.8	5.1	-1.8
CCCNC(=O)N1C[C@H]2[C@@H](c3ccccc31)[C@H](CO)N2C(=O)Nc1ccccc1	0.3	0.3	-0.1	3.0	2.7	0.6	2.3	/
COc1ccc(S(=O)(=O)N(C)C[C@@H]2Oc3ccc(NS(=O)(=O)c4ccc(F)cc4)cc3CC(=O)N([C@@H](C)CO)C[C@@H]2C)cc1	-1.2	-1.0	0.7	5.1	/	-2.8	3.3	1.3
O=C(NCc1cccc(F)c1)C1CCN(C(=O)c2sccc2-n2cccc2)CC1	0.0	-2.1	/	-18.4	7.5	27.7	0.6	0.4
CCc1cc(=O)oc2c(C)c(OCC(=O)NCCCN3CCCC3=O)ccc12	0.1	-0.7	/	-7.3	0.7	8.6	0.5	14.9
Cc1sc2ncnc(OCC(=O)N3CC(=O)Nc4ccccc43)c2c1C	0.1	0.0	/	-44.0	-8.3	12.7	3.2	1.9
CCOC(=O)C1=C(C)OC2(O)c3ccccc3C(=O)C12O (stereo not given)	-0.1	0.9	/	14.8	-6.1	6.4	23.8	2.3
CO[C@@H]1CN(C)C(=O)c2ccc(NC(=O)Nc3c(C)noc3C)cc2OC[C@@H](C)N(C)C[C@H]1C	0.1	0.9	-0.2	4.8	7.6	4.7	2.2	7.6
COc1ccc(C2=CC(=O)C[C@H](CN3C(=O)c4ccccc4C3=O)N(C(=O)OC(C)(C)C)O2)cc1	-0.1	3.9	/	-27.1	-15.3	/	10.4	-12.8

One compound at a time, as listed above. Order of screens: XiGFP reactiv | F508del corr | E-sel inducer | RAD52 anneal inh | RAD54 inh | GSIS activator | Casp6 inh | DENV2 CPE rescue
CCCNC(=O)N1C[C@H]2[C@@H](c3ccccc31)[C@H](CO)N2C(=O)Nc1ccccc1 is listed as 0.3 | 0.3 | -0.1 | 3.0 | 2.7 | 0.6 | 2.3 | /
CCc1cc(=O)oc2c(C)c(OCC(=O)NCCCN3CCCC3=O)ccc12 is listed as 0.1 | -0.7 | / | -7.3 | 0.7 | 8.6 | 0.5 | 14.9

Screens deposited in PubChem by Broad Institute.
